Source: PubChem
P. falciparum M1AAP – P. falciparum M1AAP inhibitors, biochemical, fluorogenic H-Leu-NHMec substrate, 1536-well (AID 1445) | recombinant M1AAP, H-Leu-NHMec fluorogenic kinetic assay; higher % means a stronger effect | inhibition, % at 30 µM, or IC50 in µM where a hit was titrated | 0.42% of 220,000 active;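 active means primary inhibition above the hit cutoff, then over 50% inhibition at one or more dose response concentrations, cut at about 23% in these data, passing the limit was not always enough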;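 further: plate controls were DMSO full reaction for no effect and no enzyme background for full effect; strong numbers were not always called active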
LYP inhibition – inhibitors of LYP phosphatase, biochemical, fluorescence intensity, uHTS (AID 1779) | 0.054% of 290,000 active | one-dose inhibition, % at 11.5 µM; IC50 in µM for titrated hits | recombinant LYP phosphatase, fluorescence intensity; higher % means a stronger effect;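 further: plate controls were vehicle with enzyme for no effect and no enzyme for full effect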
XIAP displacement – small molecules displacing peptide from XIAP – biochemical, IAP family, fluorescence polarization (AID 1018). XIAP BIR domain, fluorescence polarization peptide displacement; higher % means a stronger effect. displacement, % at 20 µM; hits with a dose series show IC50 in µM. 0.007% of 200,000 active; in the data active means displacement above about 50%; further: a part of the inactive calls stands beside numbers as strong as those of hits
ER stress rescue – protection against thapsigargin-triggered cell killing – 384-well, CSM14.1, ATP luminescence, primary screen (AID 1222); CSM14.1 thapsigargin-induced death rescue, ATP luminescence; higher % means a stronger effect; one-dose cellular ATP content (survival), % at 20 µM; EC50 in µM for titrated hits; 190,000 tested, under 10 active;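 active means EC50 below 50 µM in the dose-response confirmation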;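 further: death triggered by thapsigargin at about 15 µM added after 2 h compound pretreatment; cell ATP read after overnight thapsigargin exposure of roughly 18 to 22 hours; normalized against plate controls of thapsigargin alone and 5% DMSO vehicle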
Myeloid diff MLP – promotes myeloid progenitor differentiation; ER-HoxA9 myeloid progenitors, lysozyme-GFP differentiation, flow cytometry; 1% of 360,000 active; calls only at 10 µM; AID 624256;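 active means normalized GFP-positive differentiation at or above the plate's own cutoff, the solvent-only control mean plus 3 SD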;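 further: cells exposed to compound for four days before flow analysis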
PMI inhibitors – MPI enzyme activity inhibition – biochemical, fluorescence intensity, coupled assay, primary screen (AID 1209); purified PMI enzyme, coupled fluorescence intensity; higher % means a stronger effect; inhibition, % at 20 µM; hits with a dose series show IC50 in µM; 0.42% of 190,000 active;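 further: plate controls were DMSO vehicle for no effect and wells lacking substrate for full effect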
human PMI inhibitors – human PMI inhibitors, high substrate, primary screen, biochemical, fluorescence intensity, high mannose 6-phosphate (AID 1220); recombinant PMI enzyme, coupled fluorescence intensity; higher % means a stronger effect; one-dose inhibition, % at 20 µM; IC50 in µM for titrated hits; 0.66% of 190,000 active
TNAP activation fold – stimulation of alkaline phosphatase TNAP activity – biochemical, luminescent, no phosphate acceptor, uHTS, primary screen (AID 1001) | purified TNAP, luminescent activation assay, no phosphate acceptor; higher activation fold means a stronger effect | activation fold at 20 µM; hits with a dose series show EC50 in µM | 0.03% of 200,000 active; in the data active means activation fold from about 3, or a potency from the dose series; inactive means the rest, 99 in 100 with activation fold below about 1.6; further: many of its hits are not listed in these tables
P. falciparum M17LAP – P. falciparum M17LAP inhibitors, primary screen, biochemical, fluorogenic H-Leu-NHMec substrate, 1536-well (AID 1619). recombinant M17LAP, H-Leu-NHMec fluorogenic kinetic assay; higher % means a stronger effect. inhibition, % at 30 µM, or IC50 in µM where a hit was titrated. 0.38% of 220,000 active;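 active means compound inhibiting the enzyme by more than half at any dose during confirmatory dose-response retesting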;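 further: plate controls were full reaction with DMSO carrier for no effect and no enzyme background for full effect; strong numbers were not always called active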
Myeloid diff MLP GFP+ MAC1+ % – also measured in Myeloid diff MLP; calls as there; GFP+ MAC1+ double positive, %; measured here: differentiation confirmed by MAC1 staining
The depositor's hits bear a star; i = inactive; / = no result given; & = joins results of further samples. Unless noted, no stated cut-off is given here; in the data, active means inhibition above about 50%; inactive means the rest.

1: O=C(Nc1ccccc1)Nc1nncs1
2: CC(C)(C)OC(=O)Cn1c(=O)cnc2ccccc21
3: Cc1ccc(NC(=O)CS(=O)CC(=O)NCC2CCCO2)cc1 (stereo not drawn)
4: c1ccc(CSc2nnc(-c3ccncc3)o2)cc1
5: CCSc1nnc(NC(=O)CSc2nccn2-c2cc(C)cc(C)c2)s1
6: Cc1nn(C)c(C)c1NC(=O)c1ccccc1NC(=O)Nc1ccccc1
7: CC(C)C(=O)Nc1ccc(O)c(-c2csc(N)n2)c1
8: Cc1oc(-c2cccc(Cl)c2)nc1CN(C)C1CCOC1 (stereo not drawn)
assay / compound,1,2,3,4,5,6,7,8
P. falciparum M1AAP,-1%,3%,0%,-1%,16%,4%,5%,6%
LYP inhibition,-4%,-7%,-1%,-8%,-8%,-2%,-5%,5%
XIAP displacement,-3.6%,-1.5%,-3.8%,-1.4%,-5.9%,/,-5.6%,-14%
ER stress rescue,-1.1%,0.4%,-2.6%,-1.6%,-1.5%,/,0.0%,-1.6%
Myeloid diff MLP,i,i,i,i,/,i,i,i
Myeloid diff MLP GFP+ MAC1+ %,1.0,0.8,0.7,0.4,/,0.9,0.2,0.3
PMI inhibitors,2%,0%,16%,10%,16%,/,/,/
human PMI inhibitors,11%,-2%,17%,3%,10%,/,/,/
TNAP activation fold,1.1,1.1,1,1.1,1.1,/,1.1,1
P. falciparum M17LAP,12%,-7%,-7%,1%,13%,0%,13%,0%

Arranged by value in human PMI inhibitors (low to high): 4 from the list above
entry | smiles | P. falciparum M1AAP | LYP inhibition | XIAP displacement | Myeloid diff MLP GFP+ MAC1+ % | PMI inhibitors | human PMI inhibitors | TNAP activation fold | P. falciparum M17LAP
2 | CC(C)(C)OC(=O)Cn1c(=O)cnc2ccccc21 | 3% | -7% | -1.5% | 0.8 | 0% | -2% | 1.1 | -7%
4 | c1ccc(CSc2nnc(-c3ccncc3)o2)cc1 | -1% | -8% | -1.4% | 0.4 | 10% | 3% | 1.1 | 1%
5 | CCSc1nnc(NC(=O)CSc2nccn2-c2cc(C)cc(C)c2)s1 | 16% | -8% | -5.9% | / | 16% | 10% | 1.1 | 13%
3 | Cc1ccc(NC(=O)CS(=O)CC(=O)NCC2CCCO2)cc1 (stereo not drawn) | 0% | -1% | -3.8% | 0.7 | 16% | 17% | 1 | -7%

Continuation:
9: COC(=O)c1cccc(NC(=O)NC2CCCN2S(=O)(=O)c2ccc(Cl)cc2)c1 (stereo not drawn)
10: CC(C)[C@H]1C=C(C(=O)O)O[C@@H](OCCCCO)C1
11: O=[N+]([O-])c1cccc(S(=O)(=O)NCCc2cn3ccccc3n2)c1
12: Cc1ccc(S(=O)(=O)Nc2nc3ccccc3nc2N2CCc3ccccc3C2)cc1
13: CCOC(=O)c1cccc(NC(=O)Cn2cc3c(n2)CCC(C)C3)c1 (stereo not drawn)
14: C#CCNC(=O)C1=C[C@@H](c2coc3ccccc3c2=O)C[C@@H](OCc2ccc(CO)cc2)O1
15: N#Cc1nc(COc2ccccc2F)oc1NCCCn1ccnc1
16: O=C(O)c1ccc(N/N=C/c2ccc(F)c(F)c2)cc1
assay / compound,9,10,11,12,13,14,15,16
P. falciparum M1AAP,10%,5%,0%,7%,0%,6%,0%,13%
LYP inhibition,4%,-4%,-7%,9%,-7%,-6%,3%,0%
XIAP displacement,-4.4%,/,/,-1.3%,1.8%,-5.7%,-4.3%,-3.7%
ER stress rescue,-2.8%,/,/,-1.6%,/,0.1%,0.1%,-0.3%
Myeloid diff MLP,i,i,i,i,i,i,i,i
Myeloid diff MLP GFP+ MAC1+ %,1.5,1.2,0.3,0.9,2.7,0.6,1.5,0.4
PMI inhibitors,13%,/,/,7%,12%,-3%,-3%,-45%
human PMI inhibitors,8%,/,/,7%,7%,-6%,-11%,-88%
TNAP activation fold,1.2,/,/,1.1,1.1,0.8,1.1,1.1
P. falciparum M17LAP,9%,-11%,5%,11%,6%,-1%,4%,50%

17: Cc1ccc(CNC(=O)C(Cc2ccccc2)NS(=O)(=O)c2ccc(Br)s2)cc1 (stereo not drawn)
18: COC(=O)C1C(=O)NCC1c1ccccc1 (stereo not drawn)
19: Cc1ccc(C(=O)NNC(=O)Cn2nnc3ccccc32)cc1
20: O=C(Nc1ccccc1)c1ccc(NC2CCCCC2)c(S(=O)(=O)N2CCOCC2)c1
21: CCc1nccn1S(=O)(=O)c1ccc2ccccc2c1
22: CC1Oc2ccccc2N(Cc2ccccc2Cl)C1=O (stereo not drawn)
23: O=S(=O)(c1ccccc1)C(/C=N\O)/C=C/c1ccccc1 (stereo not drawn)
24: COc1ccc(C(=O)CNc2ccc(C)cc2C)cc1
assay / compound,17,18,19,20,21,22,23,24
P. falciparum M1AAP,5%,0%,2%,5%,-1%,3%,5%,2%
LYP inhibition,5%,-3%,-8%,6%,-6%,-5%,2%,-6%
XIAP displacement,-1.7%,-8.9%,/,0.3%,-1.2%,-1.2%,-5.3%,/
ER stress rescue,-0.3%,3.2%,/,0.9%,0.0%,1.2%,0.0%,/
Myeloid diff MLP,i,i,i,i,i,i,i,i
Myeloid diff MLP GFP+ MAC1+ %,0.5,0.7,3.1,1.1,0.3,0.9,0.2,0.2
PMI inhibitors,12%,5%,/,23%,-16%,0%,-62%,/
human PMI inhibitors,11%,-6%,/,41%,-13%,-1%,-56%,/
TNAP activation fold,1.1,1.1,/,1.2,1.1,1.1,1.1,/
P. falciparum M17LAP,2%,5%,-6%,2%,-25%,-3%,11%,-5%

25: CCC(C(=O)NC(C)CCc1ccco1)n1nc(C)n2c(cc3occc32)c1=O (stereo not drawn)
26: Cc1cccc(NC(=O)c2ccccc2NC(=O)C2CCCCC2)c1C
27: C/C(=N\S(=O)(=O)c1ccc(C)cc1)NC(=S)Nc1ccc(C)cc1
28: CC(NC(=O)c1ccc(Br)cc1)c1ccc2c(c1)CCCC2 (stereo not drawn)
29: CCN(CC)C(=O)C(=O)Nc1ccc(F)c(Cl)c1
30: COc1ccccc1C(=O)n1nc(-c2cccnc2)nc1N
31: CCC(C)(C(=O)NC1CCCC1)N(C)C(=O)c1ccccn1 (stereo not drawn)
32: Cc1ccc(C)c(N2CCN(C(=O)COc3cc(=O)n(C)c4ccccc34)CC2)c1
assay / compound,25,26,27,28,29,30,31,32
P. falciparum M1AAP,3%,7%,11%,-2%,1%,3%,0%,-4%
LYP inhibition,-4%,-5%,4%,0%,-9%,0%,-3%,-4%
XIAP displacement,-1.5%,0.9%,4.0%,0.4%,-3.7%,3.3%,-6.8%,-16%
ER stress rescue,-2.1%,0.0%,-1.3%,4.8%,1.3%,/,-2.8%,-0.1%
Myeloid diff MLP,i,i,i,i,i,i,i,i
Myeloid diff MLP GFP+ MAC1+ %,0.9,11,0.6,1.2,0.1,2.2,0.7,0.8
PMI inhibitors,2%,3%,8%,12%,2%,-2%,-6%,2%
human PMI inhibitors,1%,6%,3%,3%,-1%,-5%,-11%,15%
TNAP activation fold,1.1,1.1,1,1,1.1,1,1.1,0.9
P. falciparum M17LAP,0%,-5%,4%,-10%,2%,4%,-6%,-3%

Compound profiles, as listed above. Order of screens: P. falciparum M1AAP | LYP inhibition | XIAP displacement | ER stress rescue | Myeloid diff MLP | Myeloid diff MLP GFP+ MAC1+ % | PMI inhibitors | human PMI inhibitors | TNAP activation fold | P. falciparum M17LAP
COc1ccc(C(=O)CNc2ccc(C)cc2C)cc1 reads 2% | -6% | / | / | i | 0.2 | / | / | / | -5%
O=S(=O)(c1ccccc1)C(/C=N\O)/C=C/c1ccccc1 (stereo not drawn) reads 5% | 2% | -5.3% | 0.0% | i | 0.2 | -62% | -56% | 1.1 | 11%

The results go on:
33: CCCCc1ccc(NC(=O)COc2ccc(C(=O)Nc3ccccc3C)cc2)cc1
34: Cc1nnc(SCC(=O)NNC(=O)c2ccco2)n1-c1cccc(Cl)c1
35: CCCC(CCC)C(=O)NCCN1CCOCC1
36: O=S(=O)(Nc1cccnc1)c1cccc(Cl)c1
37: Cc1nn(S(=O)(=O)c2ccccc2)c(C)c1Sc1ccc([N+](=O)[O-])cc1
38: COCCN=C1Sc2nc3ccc(C)cc3cc2CN1Cc1cccs1
39: COCCCC/C(=N\OCCN)c1ccc(C(F)(F)F)cc1
40: Cc1ccc2c(c1)Oc1ccc(NC(=O)CCl)cc1C(=O)N2
assay / compound,33,34,35,36,37,38,39,40
P. falciparum M1AAP,-3%,0%,2%,0%,3%,4%,-5%&0%&-3%,10%
LYP inhibition,-8%,1%,0%,-4%,2%,6%,-6%&-8%&-3%,-3%
XIAP displacement,-4.9%,-2.9%,-6.6%,-6.4%,-0.7%,-3.6%,-11%&-5.5%,-8.4%
ER stress rescue,-1.0%,-0.5%,/,5.2%,-3.2%,-0.4%,-3.5%&-4.2%,-5.7%
Myeloid diff MLP,/,i,i,i,i,i,i,i
Myeloid diff MLP GFP+ MAC1+ %,/,0.2,0.5,7.1,0.4,0.4,4.0&8.6&3.0&3.9&4.0,3.3
PMI inhibitors,-1%,1%,14%,8%,12%,16%,-2%&2%,-12%
human PMI inhibitors,-2%,3%,14%,3%,9%,10%,-2%&-3%,-4%
TNAP activation fold,1.1,1.6,1.1,0.8,1.1,1.1,1.1&1,1
P. falciparum M17LAP,-11%,4%,13%,1%,2%,-2%,-4%&-4%&8%,-5%

41: Clc1ccc2c(c1)[C@H]1OCC[C@H]1[C@@H](c1ccco1)N2
42: CC1CCN(C(=O)CSc2nnc(Cc3cc(=O)[nH]c(=O)[nH]3)n2-c2ccc(Cl)cc2)CC1
43: CCNC(=O)CN(CCc1ccccc1)S(C)(=O)=O
44: CCNC(=O)COC(=O)CCC(=O)c1ccc(F)cc1
45: O=c1nc2s/c(=C\c3ccco3)c(=O)n2nc1Cc1ccc(F)cc1
46: COCCCNC(=S)N/N=C/c1ccc(N(C)C)cc1
47: CCN(CC)C(=O)C(C)OC(=O)COc1ccc(Cl)cc1C (stereo not drawn)
48: O=C(CCSc1ccccc1)NC(=O)COC(=O)C1CCCCC1
assay / compound,41,42,43,44,45,46,47,48
P. falciparum M1AAP,19%,8%,-3%,2%,12%,13%,1%,0%
LYP inhibition,1%,-5%,-8%,-5%,-2%,-2%,-8%,-3%
XIAP displacement,-1.6%,-4.6%,-1.2%,/,-0.5%,-2.4%,-3.1%,-9.1%
ER stress rescue,-2.7%,/,-2.3%,/,0.2%,-1.1%,1.2%,-2.6%
Myeloid diff MLP,i,i,i,i,i,i,i,i
Myeloid diff MLP GFP+ MAC1+ %,1.0,2.2,1.1,0.7,1.3,0.5,2.1,1.6
PMI inhibitors,-46%,7%,4%,/,-22%,1%,4%,3%
human PMI inhibitors,-45%,-22%,1%,/,-35%,-5%,6%,4%
TNAP activation fold,1.1,1,1.1,/,1,1.2,1.1,1
P. falciparum M17LAP,-35%,17%,-6%,-4%,19%,-50%,14%,0%
